HIF-2a inh – inhibitors of HIF-2a. AID 624352. inhibition, % at 18.8 µM. 786-0 RCC cells HIF-2a reporter, luciferase luminescence, overnight. actives 0.72% (n = 360,000);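 active = inhibition of the luminescence signal of 40% or more relative to plate controls, in a single-dose primary screen at 18.75 µM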
NR2E3 ag-1 – agonists of human nuclear receptor NR2E3; Q9Y5X4; GST-NR2E3/biotin-RetCOR TR-FRET, 1536-well; inhibition of corepressor binding, % at 4.78 µM; actives 0.12% (n = 320,000); AID 2300;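 active = percent inhibition above the cutoff of mean plus 3 SD of all tested compounds, set per screening campaign, cut at about 20% in these data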;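 also: 0% = DMSO wells and 100% = biotin wells as full block of FRET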
Target sequence (Q9Y5X4 whole entry, looked up): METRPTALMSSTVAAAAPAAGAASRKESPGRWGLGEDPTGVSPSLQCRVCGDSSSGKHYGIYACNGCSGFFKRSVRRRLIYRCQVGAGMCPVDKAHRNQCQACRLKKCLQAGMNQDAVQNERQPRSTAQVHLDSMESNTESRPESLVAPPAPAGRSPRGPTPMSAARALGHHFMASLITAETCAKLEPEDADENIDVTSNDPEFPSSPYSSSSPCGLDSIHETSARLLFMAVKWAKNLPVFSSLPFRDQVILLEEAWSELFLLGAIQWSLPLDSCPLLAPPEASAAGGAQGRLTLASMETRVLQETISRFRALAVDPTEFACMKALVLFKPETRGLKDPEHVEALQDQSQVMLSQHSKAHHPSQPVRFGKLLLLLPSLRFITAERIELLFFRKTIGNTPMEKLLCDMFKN
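Assay system: NR2E3–RetCOR corepressor complex. Quantity: 1.35 nM GST-NR2E3. Buffer or medium: pH 7.5 Tris-based buffer. Reagent: biotinylated RetCOR corepressor at 7 nM final. Schedule: 5 h at 4 °C. Detection: TR-FRET, emission read at 617 and 671 nm. Replicates: one well per compound, singlicate testing.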
NR2E3 ag-2 – agonists of human NR2E3 nuclear receptor; CHO-S Gal4-NCOR/VP16-NR2E3 two-hybrid, luciferase; actives 0.35% (n = 360,000); Q9Y5X4; AID 602229; inhibition of corepressor binding, % at 3.98 µM;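 active = inhibition above the mean of all tested compounds plus 3 SD, cut at about 70% in these data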;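 also: 0% = DMSO with NR2E3 transfected cells and 100% = cells lacking NR2E3 construct; higher means lower luciferase signal from less NR2E3 corepressor binding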
Vif inh – HIV Vif inhibition; HEK293T cells, Vif self-association by quenched fluorescence, imaging, 24 h; inhibition, % at 7.49 µM; actives 0.35% (n = 340,000); AID 602346; in the data active = inhibition above about 50%, passing the limit was not always enough; inconclusive = no clear call, values can overlap the other calls; inactive = below about 31%; also: some results filed as inactive read as strong as hits
CaV13 ICDI inh – Primary screen for inhibitors of IQ motif and Ca2+-dependent inactivation inhibitor domain binding in CACNA1D, Förster resonance energy transfer in living cells, … | HEK cells, CFP/YFP FRET ICDI-IQ, plate reader, 10 min; percent FRET-ratio fall versus neutral wells | inhibition, % at 12.3 µM | actives 0.098% (n = 340,000) | AID 743397;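 active = mean replicate inhibition of at least 30% and at least 1% of replicates passing that level; inconclusive = only one of the two criteria is met; inactive = neither criterion is met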;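 also: 0% = median of the neutral control wells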
TRPM1 prom inh – inhibitors of MITF-driven TRPM1 promoter in melanoma cells. actives 0.83% (n = 330,000). inhibition, % at 12.5 µM. SK-MEL-5 TRPM1 promoter luciferase, 24 h. AID 488899;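 active = mean inhibition across replicates of 60% or more, whatever share of single replicates reaches that level; inconclusive = some that reach 60%, reason not given; inactive = mean inhibition across replicates below 60%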; also: values of inactives mirror those of a sister screen read the other way
hiPSC survival – increases survival of single human iPS cells | hiPSC single-cell survival, ATPlite luminescence; 100% = ROCK inhibitor wells, 0% = DMSO | survival enhancement, % at 20 µM | actives 0.044% (n = 360,000); in the data active = survival enhancement above about 18%;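 also: cells exposed to compounds for 16 hours before the ATP read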
PDI inh – PDI (human) enzyme inhibition. P07237. PDI insulin aggregation turbidity, A650, 90 min. inhibition, % at 10 µM. actives 0.052% (n = 350,000). AID 588391;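 active = mean inhibition across replicates of 30% or more, whatever share of single replicates reach that level; inconclusive = mean inhibition below 30% while every single replicate reaches 30%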;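 also: absorbance from insulin aggregation driven by PDI reduction with DTT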
Target sequence (P07237 whole entry, looked up): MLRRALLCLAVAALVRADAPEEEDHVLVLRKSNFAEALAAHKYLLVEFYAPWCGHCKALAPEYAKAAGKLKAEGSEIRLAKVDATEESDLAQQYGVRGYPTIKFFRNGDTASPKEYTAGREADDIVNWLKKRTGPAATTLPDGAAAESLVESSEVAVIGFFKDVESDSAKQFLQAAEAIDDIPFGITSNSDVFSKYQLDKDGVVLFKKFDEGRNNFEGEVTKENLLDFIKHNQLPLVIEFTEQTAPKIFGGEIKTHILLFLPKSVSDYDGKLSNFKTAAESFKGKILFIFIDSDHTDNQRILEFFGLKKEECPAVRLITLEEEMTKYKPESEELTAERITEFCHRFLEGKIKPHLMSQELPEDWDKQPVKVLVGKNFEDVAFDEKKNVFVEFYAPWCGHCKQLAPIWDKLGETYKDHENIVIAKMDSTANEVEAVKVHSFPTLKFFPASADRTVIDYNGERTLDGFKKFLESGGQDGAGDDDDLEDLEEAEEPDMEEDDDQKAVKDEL
Granule exo inh – blocks lytic granule exocytosis | TALL-104 LAMP-1 surface exposure, flow cytometry; cells stimulated with thapsigargin and PMA | actives 0.66% (n = 360,000) | inhibition, % at 10 µM;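 active = inhibition above about 55%, limit read from the data; inconclusive = no clear call, values can overlap the other calls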
aDG glyco act – increases alpha dystroglycan glycosylation | Pro5-aDG cells, alpha-DG glycosylation AlphaScreen (IIH6); 0% Pro5, 100% B10-LARGE cell signal | activation, % at 10 µM | actives 0.22% (n = 360,000) | AID 624168;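 active = activation of at least 8% versus controls, or a plate z-score of at least 8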;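 also: Pro5 are CHO cells carrying HIG-tagged alpha-DG that lacks glycosylation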
Peg3 promoter – reduces Peg3 promoter-driven luciferase expression in HeLa. HeLa PEG-Prom luciferase reporter, luminescence, overnight. inhibition, % at 20 µM. actives 1.7% (n = 360,000);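 active = inhibition of at least 50% at 20 µM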
Numbers without * were called inactive; ? = inconclusive; · = no result given.

SMILES	HIF-2a inh	NR2E3 ag-1	NR2E3 ag-2	Vif inh	CaV13 ICDI inh	TRPM1 prom inh	hiPSC survival	PDI inh	Granule exo inh	aDG glyco act	Peg3 promoter
CN(Cc1ccccc1)S(=O)(=O)c1nnc(NC(=O)c2ccccc2F)s1	5	2	5	1	-7	-2	1.0	4	0	-0.1	0
CCNC(=O)C(=O)NCCc1ccc(Cl)cc1	3	2	-3	?	-2	-3	5.2	-5	2	0.2	-8
CC1CCCCC1NC(=O)c1ccc(S(=O)(=O)N2CCN(C)CC2)cc1 (stereo unspecified)	21	5	-7	-2	-5	9	-0.5	-2	3	0.0	18
O=C(CN1C(=O)c2ccccc2C1=O)OCC(=O)c1ccccc1	-6	8	5	10	-4	2	0.0	-4	-16	0.0	-1
O=C(NCc1ccccc1)c1ccc(F)c(F)c1	8	-1	8	5	2	2	1.4	3	2	0.4	4
CC(=C/c1ccccc1)/C=C1/SC(N2CCOCC2)=NC1=O	-192	-1	-23	2	-6	-63	-0.1	4	-1	0.3	-147
COc1ccccc1OCC(=O)Nc1ccccc1C(=O)NCc1ccco1	6	0	-17	-8	-5	3	0.8	-10	2	-0.2	19
CCOC(=O)C1=CCC(c2ccc(CC)cc2)N(S(=O)(=O)c2ccc(C)cc2)C1 (stereo unspecified)	-2	·	-18	·	-6	·	-1.3	·	-1	0.0	8
O=C(O)c1cc2ccccc2cc1Nc1ccccc1	-2	3	-4	-6	-2	2	-0.4	0	1	-0.1	2
COc1cc(CC2COC(=O)C2(O)Cc2ccc(O)c(OC)c2)ccc1O (stereo unspecified)	8	-3	28	-13	·	20	-2.9	·	-1	0.5	-7
CCOC(=O)C1CCN(CCCSc2ccc(C)cc2)CC1	15	-2	29	-4	-3	8	-0.3	-3	28	-0.1	-7
COc1ccc(C(=O)CSc2nncn2C)cc1	-2	2	-17	11	·	7	-1.3	-3	0	0.0	1
COc1ccccc1C(=O)COC(=O)c1nc(Cl)ccc1Cl	-5	2	23	-10	-6	20	0.3	-17	5	-0.2	-27
Cc1ccc(C2C3=C(CCCC3=O)Nc3[nH]c(=S)[nH]c(=O)c32)cc1 (stereo unspecified)	11	5	-1	-4	-3	9	0.7	2	-1	-0.5	5
O=C(c1ccccc1NS(=O)(=O)c1cccc(C(F)(F)F)c1)N1CCc2ccccc21	21	1	-12	0	-3	8	6.2	-1	-2	-0.1	19
Cc1ccc(-n2c(SCC(=O)Nc3ccc4c5c(cccc35)CC4)nc(O)cc2=O)cc1	24	1	-44	0	-1	13	-0.1	-14	0	-0.4	-3
COc1cccc(NC(=O)CN(C)C(=O)CSCc2nc3scc(-c4cccs4)c3c(=O)[nH]2)c1	10	4	-16	0	-6	7	-0.4	-2	0	0.0	15
O=C(O)CC(NC(=O)Nc1ccccc1)c1ccc(OC2CCCC2)cc1 (stereo unspecified)	12	-1	4	0	-7	0	0.7	3	-2	-0.2	5
Cc1cc(N2CCN(c3ccccc3)CC2)nc(N)n1	-2	-1	4	-16	-4	-16	-0.9	0	-2	0.1	-18
COc1cccc(CNS(=O)(=O)c2cn(C)cn2)c1	12	2	6	·	-7	-5	0.1	1	5	-0.3	-11

Some of these compounds in order of the NR2E3 ag-1 value, falling:
mol	NR2E3 ag-1
Cc1ccc(C2C3=C(CCCC3=O)Nc3[nH]c(=S)[nH]c(=O)c32)cc1 (stereo unspecified)	5
CCNC(=O)C(=O)NCCc1ccc(Cl)cc1	2
CCOC(=O)C1CCN(CCCSc2ccc(C)cc2)CC1	-2

Further structures follow.
SMILES	HIF-2a inh	NR2E3 ag-1	NR2E3 ag-2	Vif inh	CaV13 ICDI inh	TRPM1 prom inh	hiPSC survival	PDI inh	Granule exo inh	aDG glyco act	Peg3 promoter
CCOc1ccc(NC(=O)CSc2nc3ccccc3nc2N2CCOCC2)cc1	-1	2	-7	-2	-7	-2	-0.4	·	-2	-0.3	18
Cc1ccc(C2(O)CN(c3ccccc3C)C3=[N+]2CCS3)cc1 (stereo unspecified)	11	-2	-22	4	-16	-2	4.3	-11	5	0.5	8
O=C(CCc1nc(-c2ccc(F)cc2)no1)NCc1ccccc1CN1CCOCC1	7	·	16	-14	-7	-6	-0.1	-14	0	0.4	4
COc1cc(S(=O)(=O)N2CCCCC2)ccc1NC(=O)c1ccccc1Cl	-10	-4	-19	2	-9	-9	-0.2	9	3	0.0	31
COc1ccccc1NC(=O)C[n+]1ccccc1	10	3	3	-1	-3	8	-1.0	3	-6	0.1	9
CCOc1cc(N2CCOCC2)c(OCC)cc1NC(=O)Cc1cccc2ccccc12	20	2	-9	-17	-4	5	0.7	15	1	-0.3	18
O=C(COC(=O)c1ccc(S(=O)(=O)NCc2ccco2)cc1)NC1CCCCC1	-2	-1	1	25	-4	6	1.8	7	5	-0.1	-10
O=C(NCc1ccc(F)cc1)C1CC(=O)N(C2CCCC2)C1 (stereo unspecified)	10	2	2	10	-5	0	1.0	-3	0	0.6	1
Cn1c(SCC(=O)Nc2ccccc2F)nnc1-c1cccs1	-97	4	-15	2	-5	-32	1.3	-1	6	-0.3	-67
CC(OC(=O)C1=COCCO1)C(=O)NC1CCCCC1 (stereo unspecified)	14	·	1	6	-6	·	-0.9	-5	-8	-0.1	-8
CCN1CCN(c2cc(C)c3cc(NC(=S)N4CCCCC4)ccc3n2)CC1	-116	4	6	-2	-17	-3	-0.7	0	5	0.5	-95
Cc1ccc(S(=O)(=O)NC(CC(=O)NCC2CCCO2)c2ccccc2)cc1 (stereo unspecified)	12	-2	-17	-1	-2	2	5.0	-3	-1	0.2	2
CC(=O)c1cccc(NC(=O)CCNC(=O)c2ccccc2Cl)c1	10	0	1	5	-18	-17	0.0	-3	2	0.0	15
COc1ccc(S(=O)(=O)NCc2ccc(C(=O)NCCCN3CC(C)CC(C)C3)cc2)cc1 (stereo unspecified)	9	-2	-5	-1	-15	-8	0.2	6	-1	0.0	1
CCN1C(=O)/C(=C\C(=O)c2cccs2)c2cc(Br)ccc21	23	0	-41	-2	-1	40	-1.0	5	47	0.1	24
Cc1ccc(S(=O)(=O)Nc2ccc3[nH]ccc3c2)cc1	4	3	2	8	-4	7	0.1	9	13	0.0	-8
COC(=O)Nc1nnc(Cc2ccc(Cl)cc2)s1	10	0	-15	10	-5	2	1.5	-2	-2	0.0	9
CSc1nnc(C)c(=O)n1COC(=O)COc1ccccc1	13	2	-11	-1	-5	-8	-1.1	7	-4	-0.1	3
COc1ccc(-n2c(Cc3ccccc3)nnc2SCC(=O)N2CCCc3ccccc32)cc1	30	3	-6	·	-4	10	0.2	6	3	0.8	14
COc1ccc(OC)c(NC(=O)c2ccc(S(=O)(=O)N3CCN(C)CC3)cc2)c1	-6	-1	1	0	-6	1	-0.8	0	4	-0.1	0

Some entries already given, showing only hiPSC survival, Granule exo inh and aDG glyco act.
canonical_smiles	hiPSC survival	Granule exo inh	aDG glyco act
COc1cc(S(=O)(=O)N2CCCCC2)ccc1NC(=O)c1ccccc1Cl	-0.2	3	0.0
COc1ccccc1NC(=O)C[n+]1ccccc1	-1.0	-6	0.1
CCOc1cc(N2CCOCC2)c(OCC)cc1NC(=O)Cc1cccc2ccccc12	0.7	1	-0.3
O=C(COC(=O)c1ccc(S(=O)(=O)NCc2ccco2)cc1)NC1CCCCC1	1.8	5	-0.1

More results follow:
SMILES	HIF-2a inh	NR2E3 ag-1	NR2E3 ag-2	Vif inh	CaV13 ICDI inh	TRPM1 prom inh	hiPSC survival	PDI inh	Granule exo inh	aDG glyco act	Peg3 promoter
CC(=O)c1cccc(NC(=O)C(C)OC(=O)/C=C/c2cccs2)c1 (stereo unspecified)	8	·	9	1	-2	8	-0.4	13	0	-0.3	13
CCN(CC)C(=O)N1CCN(C(=O)c2ccc(C)cn2)CC1	18	-1	-15	1	-6	-5	0.1	-4	-1	0.5	14
O=C(N/N=C/c1cc(Br)ccc1O)Nc1ccccc1	-7	-1	-38	-6	-3	-2	-0.7	-23	-2	0.5	-52
CC1Oc2ccccc2N(CC(=O)Nc2ccc3c(c2)OCCO3)C1=O (stereo unspecified)	-47	1	-15	-8	-4	-3	-2.8	-5	-1	-0.1	-9
CCOc1ccc(Br)cc1C1C(C(=O)OC)=C(N)Oc2cc(N(C)C)ccc21 (stereo unspecified)	-3	2	-34	14	·	31	1.2	-13	-1	-0.5	-19
Cc1ccc(S(=O)(=O)NNC(=O)C(O)(c2ccccc2)c2ccccc2)cc1	30	0	1	-10	-3	3	0.5	2	-2	0.0	21
CSc1ccccc1OCc1cc(C(=O)N(C)Cc2c(C)n[nH]c2C)no1	-16	4	-21	-12	·	-3	-0.2	-8	18	0.1	-7
CCOC(=O)c1ccccc1NC(=O)CSc1nc2c(sc(=S)n2CC)c(=O)[nH]1	11	·	-34	?	-3	-3	-0.1	-4	28	-0.6	9
COc1cccc(-n2c(=O)c3sccc3n(CC(=O)NC3CCCCC3)c2=O)c1	9	1	10	10	-8	8	0.8	-6	4	0.3	-4
O=C(CCS(=O)(=O)c1ccc2c(c1)NC(=O)CO2)NCCc1ccccc1	7	1	4	-1	-3	-2	-0.3	3	-3	0.1	-12
Cc1ccc(C(=O)CCC(=O)Nc2ccc(Cl)c(S(=O)(=O)Nc3cccc(Cl)c3)c2)cc1	18	1	15	0	-6	7	-0.7	-5	2	2.2	4
O=C(NCc1ccc(F)cc1)C(=O)NCC1OCCN1S(=O)(=O)c1ccc2c(c1)OCCO2 (stereo unspecified)	7	2	-14	-1	-4	13	-0.5	0	5	0.1	18
Cc1sc2ncn(CC(=O)NCCN3CCOCC3)c(=O)c2c1S(=O)(=O)N1CCC(C)CC1	2	-2	-1	1	-9	-5	2.7	4	4	0.1	3
O=C(COc1c(Cl)cc(Cl)cc1Cl)c1ccc(Cl)cc1	10	-2	0	-1	-4	9	0.1	-13	-1	0.3	4
N#C/C(=C/c1cccnc1)c1ccccc1	-85	4	20	3	-1	-19	-0.4	9	-8	0.0	-37
Cc1ccc(C(=O)N/N=C\c2ccc(OC(=O)c3cccs3)cc2)cn1	-1	0	5	3	-18	-1	-0.5	14	-1	-0.1	0
Cc1c(OCC(=O)OC(C)C)ccc2c3c(c(=O)oc12)CCC3	8	-3	9	·	·	-20	-1.0	13	-2	0.8	-35
COC(=O)c1cc(NC(=O)Cc2ccc(OC)c(OC)c2)cc(C(=O)OC)c1	8	1	-12	4	·	6	-0.4	-25	-1	0.0	11
C/C(CC(=O)Nc1ccc(C)cc1C)=N\NC(=O)C(C)C	12	1	-9	3	3	-4	1.6	2	3	-0.3	6
CC(=O)c1cccc(N(C(=O)CNC(=O)c2ccco2)C(C(=O)NCc2ccco2)c2ccccc2)c1 (stereo unspecified)	10	3	-17	2	-5	3	0.1	-5	-5	0.1	-5
CCOC(=O)c1ccccc1NC(=O)c1ccc(N(C)S(C)(=O)=O)cc1	-15	5	5	4	-9	-1	-0.8	-10	-8	0.0	-6
COc1ccccc1CNC(=O)COC(=O)COc1ccccc1Cc1ccccc1	9	-3	11	12	-7	-2	-0.4	-1	3	-0.3	5

The order is random; about 3.5% have a hit in one of these screens.
